SENP7 inh – SENP7 protease inhibition. recombinant SENP7, Z-RLRGG-aminoluciferin luminescence, 40 min. inhibition, % at 5 µM. 330,000 compounds, 1.5% hits. AID 434973;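 active means inhibition above about 50% at the single test dose, limit read from the data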;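 further: plate controls were DMSO with enzyme for no effect and no enzyme buffer wells for full effect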
MPTP inh – permeability transition pore inhibition; inhibition, % at 10 µM; 360,000 compounds, 1.4% hits; isolated mouse mitochondria, Ca2+ swelling absorbance, 30 min;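 active means inhibition of 50% or more, scaled per plate between neutral and stimulator controls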;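 further: 0% = DMSO wells given calcium and 100% = 1 mM EGTA wells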
PfGluPho inh – PfG6PD (Plasmodium falciparum) enzyme inhibition. PfGluPho enzyme, NADPH resazurin-diaphorase fluorescence. inhibition, % at 20 µM. 350,000 compounds, 0.78% hits. AID 504690;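 active means inhibition reaching at least a set limit at 20 µM in the primary screen, cut at about 59% in these data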;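 further: 0% = DMSO wells with substrate and 100% = DMSO wells lacking glucose-6-phosphate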
SENP6 inh – SENP6 protease inhibition | Q9GZR1 | Recombinant SENP6 catalytic domain, aminoluciferin luminescence | inhibition, % at 10 µM | 330,000 compounds, 1.8% hits;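 active means inhibition above about 50% at the single tested dose, limit read from the data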;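 further: plate controls were DMSO wells with enzyme for no effect and DMSO wells lacking enzyme for full effect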
Target sequence (Q9GZR1 628-1112 limits assumed): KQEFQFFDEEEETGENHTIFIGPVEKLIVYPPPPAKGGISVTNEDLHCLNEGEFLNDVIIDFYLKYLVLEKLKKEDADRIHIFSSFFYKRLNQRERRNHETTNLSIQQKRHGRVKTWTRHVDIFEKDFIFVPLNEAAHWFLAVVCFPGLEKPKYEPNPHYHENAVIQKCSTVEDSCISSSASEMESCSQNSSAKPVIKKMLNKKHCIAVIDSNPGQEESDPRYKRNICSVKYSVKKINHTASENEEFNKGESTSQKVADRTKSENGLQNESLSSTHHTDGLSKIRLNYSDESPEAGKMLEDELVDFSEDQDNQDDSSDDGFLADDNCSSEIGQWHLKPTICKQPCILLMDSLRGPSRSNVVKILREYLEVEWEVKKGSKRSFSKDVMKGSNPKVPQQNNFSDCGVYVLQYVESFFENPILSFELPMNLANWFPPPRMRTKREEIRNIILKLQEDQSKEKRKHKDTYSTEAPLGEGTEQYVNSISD
HKDC1 inhibitor – blocks human hexokinase HKDC1 activity | recombinant HKDC1, G6PDH/diaphorase resazurin coupled fluorescence | AID 493160 | 340,000 compounds, 0.16% hits | Q2TB90 | inhibition, % at 20 µM;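 active means inhibition above about 35% when tested at 20 µM, limit read from the data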;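 further: plate controls were DMSO wells with enzyme for no effect and DMSO wells lacking enzyme for full effect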
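Assay system: in-house recombinant HK5 (HKDC1) enzyme. Input: HKDC1 at 5 µg/mL. Medium: Tris pH 8.0 buffer with MgCl2, Tween-20, BSA, BME. Dosing: single 20 µM dose. Schedule: 90 min reaction incubation at room temperature, dark. Signal: resazurin-to-resorufin fluorescence via G6PDH and diaphorase coupling, 525/613 nm. Controls: DMSO-enzyme wells negative, buffer-substituted wells positive.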
ATG4B inh – ATG4B (human) cysteine protease inhibition. inhibition, % at 8.33 µM. ATG4B cleavage of LC3-PLA2, NBD-HPC fluorescence, 1 h. Q9Y4P1. 340,000 compounds, 0.51% hits. AID 504462; in the data active means inhibition above about 40%
Target sequence (Q9Y4P1 whole entry, looked up): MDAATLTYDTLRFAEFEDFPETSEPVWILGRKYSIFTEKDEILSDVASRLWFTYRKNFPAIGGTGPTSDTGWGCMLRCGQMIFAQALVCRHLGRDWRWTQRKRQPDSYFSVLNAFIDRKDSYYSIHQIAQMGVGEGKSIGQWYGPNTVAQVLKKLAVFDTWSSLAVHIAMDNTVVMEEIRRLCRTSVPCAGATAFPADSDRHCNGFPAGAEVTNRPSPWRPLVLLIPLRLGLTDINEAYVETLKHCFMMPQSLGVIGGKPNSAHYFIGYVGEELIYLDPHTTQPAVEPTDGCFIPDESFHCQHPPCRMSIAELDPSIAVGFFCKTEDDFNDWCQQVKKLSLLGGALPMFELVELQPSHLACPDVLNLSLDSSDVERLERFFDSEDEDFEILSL
SENP8 block – SENP8 (human) protease inhibition; Q96LD8; recombinant SENP8, Nedd8 substrate fluorescence; inhibition, % at 20 µM; 360,000 compounds, 0.64% hits; in the data active means inhibition mostly above about 40%, no sharp cut-off; inactive means mostly below about 27%
GRIN3A LBD mod – modulates the human NR3A ligand-binding domain; NR3A LBD differential scanning fluorimetry, Tm shift; 0% = protein alone, 100% = glycine-bound protein; Tm shift relative to glycine control, % at 25 µM; 340,000 compounds, 2.5% hits;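 active means melting temperature shift of at least 10% of the positive control shift, at one fixed dose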
An asterisk follows results filed as active; . = not tested or not shown.

No.	Compound	GRIN3A LBD mod	PfGluPho inh	SENP6 inh	HKDC1 inhibitor	MPTP inh	ATG4B inh	SENP7 inh	SENP8 block
1	CCCCCn1c(=O)[nH]c2cc(C(=O)NC3CCN(Cc4ccccc4)CC3)ccc2c1=O	2	-14	-5	-5	3.5	-6	5	-69
2	Cc1cc(C)nc(NC(=O)c2cccc([N+](=O)[O-])c2C)n1	-2	-17	-10	-5	0.8	5	-7	17
3	Cc1cccc(CCNC(=O)CCc2nnc(CCc3ccccc3)o2)n1	1	2	-15	-2	0.5	0	-9	4
4	CCCCCCCCCCOC(=O)Cn1c(COc2cccc(C)c2)[n+](C)c2ccccc21	0	21	-32	-8	4.3	20	0	17
5	Cn1nnnc1SCC(=O)Nc1ccc(Br)cc1Cl	0	2	1	-2	-2.5	-5	0	9
6	O=C(CSCc1c(F)cccc1Cl)Nc1ccccc1C(=O)N1CCOCC1	-2	-20	-5	0	1.5	2	4	27
7	CCCCn1nc2cc(C(=O)NCC3CC3)ccc2c1OCC	-1	6	-10	2	-2.2	-3	-2	-472
8	Cc1sc2nc(CSc3nnnn3-c3ccc(Cl)cc3)[nH]c(=O)c2c1C	-12	19	-5	2	1.2	-16	1	-80

From no. 1 up to 4, copied from above:
No.	Compound	GRIN3A LBD mod	PfGluPho inh	SENP6 inh	HKDC1 inhibitor	MPTP inh	ATG4B inh	SENP7 inh	SENP8 block
1	CCCCCn1c(=O)[nH]c2cc(C(=O)NC3CCN(Cc4ccccc4)CC3)ccc2c1=O	2	-14	-5	-5	3.5	-6	5	-69
2	Cc1cc(C)nc(NC(=O)c2cccc([N+](=O)[O-])c2C)n1	-2	-17	-10	-5	0.8	5	-7	17
3	Cc1cccc(CCNC(=O)CCc2nnc(CCc3ccccc3)o2)n1	1	2	-15	-2	0.5	0	-9	4
4	CCCCCCCCCCOC(=O)Cn1c(COc2cccc(C)c2)[n+](C)c2ccccc21	0	21	-32	-8	4.3	20	0	17

Following part.
No.	Compound	GRIN3A LBD mod	PfGluPho inh	SENP6 inh	HKDC1 inhibitor	MPTP inh	ATG4B inh	SENP7 inh	SENP8 block
9	CC1CCN(S(=O)(=O)N2CCC(C(=O)NC3CCCC3)CC2)CC1	1	-5	0	11	1.0	-4	0	5
10	N#CCCS(=O)(=O)c1ccc(N)cc1	-2	-1	5	-10	-4.3	-4	10	9
11	CCOC(=O)c1ccccc1OCc1cc(/C=N/NC(=O)c2ccncc2)ccc1OC	0	5	-12	-1	11	-23	-1	-10
12	N#CC1=C(N)OC2=C(C(=O)CCC2)C1c1ccoc1 (stereo unspecified)	-1	-14	13	-5	-2.1	5	7	-3
13	Cc1ccc(NC(=O)CN2C(=O)CSC2=O)cc1	1	13	-13	-9	2.3	5	4	17
14	CCOC(=O)[C@@H]1[C@H]2COc3ccc(Br)cc3[C@@H]2N2C(=O)N(c3ccc(F)cc3)C(=O)[C@]12C	0	4	6	0	0.3	-12	-11	6
15	COc1ccc(NC(=O)CC2SC(=NCc3ccccc3OC)NC2=O)cc1 (stereo unspecified)	-1	15	-7	-8	-0.5	1	-4	14
16	CN(C)c1cccc2c1c(NC(=O)c1ccc(Cl)cc1)nn2C	-1	103*	-14	8	2.4	9	2	60*
17	O=C(CC1SC(=Nc2cccc3ccccc23)N(Cc2ccccn2)C1=O)Nc1ccccc1Br (stereo unspecified)	-2	0	1	4	-4.9	29	6	-2
18	O=C(CSc1nc(-c2ccccc2)cs1)Nc1ccccc1[N+](=O)[O-]	-6	32	8	4	0.0	7	3	-22
19	O=C(Nc1cccc(C(F)(F)F)c1)Nn1cnnc1	1	-2	-1	-8	0.5	-2	1	7
20	CC(C)OCCCn1c(-c2ccc(Br)cc2)c[nH]c1=S	0	43	-17	7	1.6	-1	5	-29
21	Clc1cccc(-c2nc(NCCCN3CCOCC3)c3ccccc3n2)c1	-2	19	-5	5	2.7	-11	4	-41
22	CC(C)(C)c1nc2c(s1)CCc1onc(-c3ccc(Br)cc3)c1-2	-1	-10	2	4	0.0	-1	-6	29
23	O=C(Nc1cccc(C(F)(F)F)c1)C1CCCN(c2ncccn2)C1 (stereo unspecified)	0	56	-19	-6	-1.1	8	10	-72
24	Cc1cc(C(F)(F)F)nc(NCc2ccc(F)cc2)n1	1	7	-2	-2	0.9	7	1	-62
25	O=c1[nH]c2ccccc2nc1C(Nc1ccccc1)c1ccccc1 (stereo unspecified)	-7	2	-6	-4	9.5	-4	2	2
26	CCC(=O)Nc1cccc(C2=NOC3(C2)C[C@@H](C(N)=O)N(C(=O)C2(C)CC2)C3)c1 (stereo partly specified)	0	4	3	-2	0.2	-12	9	4
27	CNc1nc(Nc2ccc(C)c(Cl)c2)nc(N)c1[N+](=O)[O-]	26*	15	100*	4	0.3	-1	100*	35
28	CCCCN(C)C(=O)C(Cc1ccccc1)NS(=O)(=O)c1ccc2c(c1)CCC(=O)N2 (stereo unspecified)	3	18	15	-1	-0.2	-13	-4	-3
29	CCOC(=O)c1c(C)[nH]c(C)c1S(=O)(=O)N(C)CC(=O)NCc1ccc(F)cc1	1	8	-1	-4	-1.6	-6	1	12
30	O=C(O)/C(=C\c1cccs1)c1ccccc1	2	-10	-11	-4	-2.2	2	4	0
31	COc1ccc(CCn2c(=O)[nH]c3cc(C(=O)NCCN4CCOCC4)ccc3c2=O)cc1OC	-1	-20	-9	13	-1.0	-5	4	9
32	Cn1c(N)c(C(=O)c2cc(-c3ccccc3)nc3ccccc23)c(=O)n(C)c1=O	0	9	-16	-7	-2.8	-11	-15	13
33	COC(=O)c1ccc(NC(=O)c2cc[n+](Cc3ccccc3)cc2)cc1	2	1	11	-7	3.1	-2	1	30
34	CSc1ccccc1NC(=O)Nc1cccc(F)c1	5	16	86*	-7	45	4	83*	6
35	CSc1cccc(NS(=O)(=O)c2cccs2)c1	-1	16	19	-5	2.0	2	3	6
36	O=C(Cc1n[nH]c(=O)c2ccccc12)NCc1ccccc1	0	-10	3	13	2.0	0	7	16
37	C[C@H](CO)N1C[C@H](C)[C@@H](CN(C)S(=O)(=O)c2ccccc2)Oc2ccc(NS(=O)(=O)c3ccccc3)cc2C1=O	0	3	-4	2	-1.8	.	4	-3
38	Cc1ccc(C)c(S(=O)(=O)N2CCCC2CNC(=O)C(=O)NCc2ccccc2)c1 (stereo unspecified)	2	9	2	-2	-0.7	-2	-2	7
39	Cc1ccc2nc(-c3cccc(S(=O)(=O)N4CC(C)OC(C)C4)c3)cn2c1 (stereo unspecified)	-1	31	-15	3	-0.6	-8	3	-276
40	Cc1cccc(N2CCN(CC(=O)Nc3ccc(S(=O)(=O)N4CCOCC4)cc3)CC2)c1C	-6	-4	-11	-1	2.2	-6	-8	10
41	Cc1cccc(N2CCN(Cc3ccc([N+](=O)[O-])o3)CC2)c1C	0	-12	-12	4	0.3	1	1	11
42	Cc1ccc(C(=O)CSc2ncn[nH]2)cc1	1	33	-9	-7	1.8	0	-8	12
43	COc1cccc(-c2nnc(NC(=O)c3ccc(Cl)s3)o2)c1	-5	22	31	-4	-23	-3	-3	9
44	NC(=O)c1ccccc1NC(=O)Nc1cccc(Cl)c1	28*	13	61*	-11	0.1	-11	92*	-162
45	C=CCn1c(-c2ccoc2)n[nH]c1=S	2	-12	-13	1	0.8	-4	15	-41
46	O=C(C1CC1)N1CCc2cc(Br)cc(S(=O)(=O)NCC3COc4ccccc4O3)c21 (stereo unspecified)	-2	-3	-4	1	4.0	-9	0	6
47	COc1ccc(C2CCCN2CC(O)COc2ccccc2C(C)C)cc1 (stereo unspecified)	-3	0	0	0	2.6	5	0	16
48	COc1ccc(-c2nc(CSCC(=O)NCc3ccc4c(c3)OCO4)c(C)o2)cc1OC	2	-4	-10	-5	-0.4	0	8	1
49	CCOC(=O)C1Cc2c([nH]c3ccccc23)CN1 (stereo unspecified)	1	0	-6	2	-0.7	2	5	-5
50	Cc1ccc(NC(=O)c2cc(S(=O)(=O)c3ccccc3)ccc2Cl)cc1	-5	7	0	19	6.5	4	-3	29
51	CCN(CC(=O)NCCc1ccc(S(N)(=O)=O)cc1)Cc1ccccc1	2	-2	-4	-5	-0.2	3	-2	6
52	O=C(CN(C(=O)CNC(=O)c1cccs1)c1ccc(F)cc1)NC1CCCC1	-2	-8	-16	-6	-1.2	1	-5	6
53	CC(C)Cc1nnc(NC(=O)c2ccc(N3CCCC3=O)cc2)s1	-2	-19	-6	2	-1.9	-3	2	-85
54	COCCNC(=S)Nc1ccccc1[N+](=O)[O-]	3	-13	-15	5	2.9	8	-1	12
55	O=C(O)C1CCCN1c1nc(-c2ccc(Cl)c(Cl)c2)cc(C(F)(F)F)n1 (stereo unspecified)	3	-9	6	1	0.9	-14	10	-45
56	Cc1csc(SCC(=O)NC2CCCCC2)n1	0	-1	-9	-4	-6.8	-5	-3	13
57	Cc1cccc(C(=O)C2CCN(S(=O)(=O)c3ccc(C(=O)O)cc3)CC2)c1	-1	-39	21	0	0.7	0	-1	6
58	COCCCNC(=O)/C(C#N)=C/c1ccc(OCC(=O)O)c(OC)c1	-2	-2	-15	9	-0.4	-2	-1	-29
59	Cc1cc(F)ccc1NC(=O)c1cnccn1	-1	-4	21	1	-0.9	2	4	1

Molecules from the list above containing a cyano group, in the order listed:
No.	Compound	GRIN3A LBD mod	PfGluPho inh	SENP6 inh	HKDC1 inhibitor	MPTP inh	ATG4B inh	SENP7 inh	SENP8 block
10	N#CCCS(=O)(=O)c1ccc(N)cc1	-2	-1	5	-10	-4.3	-4	10	9
12	N#CC1=C(N)OC2=C(C(=O)CCC2)C1c1ccoc1 (stereo unspecified)	-1	-14	13	-5	-2.1	5	7	-3
58	COCCCNC(=O)/C(C#N)=C/c1ccc(OCC(=O)O)c(OC)c1	-2	-2	-15	9	-0.4	-2	-1	-29

From PubChem
